Screens (PubChem)
CHOP UPR activ: activators of apoptotic CHOP UPR arm, primary screen, cell-based, CHO-CHOP luciferase reporter, luminescence, uHTS. 330,000 tested, 0.34% active. activation, % at 10 µM. UPR activation; percent of tunicamycin response over DMSO baseline;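 active = at 10 µM dose, activation of 40% or more, normalized to positive control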;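 note: 100% = tunicamycin at 10 µg/mL and 0% = DMSO alone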
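Dosing – one dose, 10 µM in 0.5% DMSO · System – CHO-CHOP cells, stable luciferase reporter of PERK-eIF2a-CHOP signalling · Input – 500 cells/well · Control set – tunicamycin 10 µg/mL final as positive, DMSO-only wells as negative · Timing – 6 h compound treatment, 37 °C · Measure – % activation vs tunicamycin · Technique – luminescence read with Steady-Glo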
tim23-1 inh: growth inhibitors of tim23-1 mutant yeast, primary screen, luminescence, uHTS; 330,000 tested, 1.3% active; S. cerevisiae tim23-1 growth, BacTiter-Glo luminescence, 24 h; inhibition, % at 20 µM;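 active = growth inhibition of the mutant yeast at or above 50%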;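 note: temperature-sensitive mutant grown at 25 °C; plate controls were DMSO-treated mutant yeast for no effect and medium wells lacking yeast for full effect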
XBP1 UPR activ: activators of adaptive XBP1 UPR arm, primary screen, cell-based, CHO-XBP1 luciferase reporter, luminescence, uHTS; IRE1-XBP1 UPR activation; percent of tunicamycin response, DMSO as zero; activation, % at 20 µM; 330,000 tested, 0.33% active;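 active = versus positive control, 20 µM dose yields 30% or more activation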;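 note: 100% = tunicamycin at 10 µg/mL and 0% = DMSO only wells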
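Material: CHO cell line with stable XBP1 luciferase reporter; buffer or medium: F12 medium containing 10% fetal bovine serum; compound: single point, 20 µM final compound, 1% DMSO; incubation: 6 h treatment, 37 °C; measured by: glow luminescence from Steady-Glo reagent; evaluation: activation, % of tunicamycin; control set: tunicamycin high, DMSO low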
697 NFkB inh: inhibitors of PMA/ionomycin-induced NF-kB reporter, 697 cells, primary screen, B-cell NF-kB inhibitor project, cell-based, luminescence, uHTS; 697 B-cell NF-kB luciferase reporter, 16 h; inhibition, % at 4 µM; 330,000 tested, 0.33% active; in the data active = inhibition above about 35%
Jurkat NFkB inh: inhibitors of induced NF-kB luciferase reporter, primary screen, TCR NF-kB activation inhibitor project, cell-based, luminescence, uHTS. Jurkat, PMA/ionomycin-induced NF-kB luciferase reporter. inhibition, % at 4 µM. 330,000 tested, 0.53% active. AID 435003, 2010; in the data active = inhibition above about 50%
Mdm2 MdmX PPI: inhibitors of human Mdm2-MdmX association, primary screen, cell-based, luminescence, split luciferase, SaOS-2, uHTS; SaOS-2 split-luciferase Mdm2/MdmX complementation; inhibition, % at 8 µM; 330,000 tested, 3% active; AID 485346, 2010;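 active = inhibition of at least 50% at 8 µM in the primary screen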
Target sequence (O15151 whole entry, looked up): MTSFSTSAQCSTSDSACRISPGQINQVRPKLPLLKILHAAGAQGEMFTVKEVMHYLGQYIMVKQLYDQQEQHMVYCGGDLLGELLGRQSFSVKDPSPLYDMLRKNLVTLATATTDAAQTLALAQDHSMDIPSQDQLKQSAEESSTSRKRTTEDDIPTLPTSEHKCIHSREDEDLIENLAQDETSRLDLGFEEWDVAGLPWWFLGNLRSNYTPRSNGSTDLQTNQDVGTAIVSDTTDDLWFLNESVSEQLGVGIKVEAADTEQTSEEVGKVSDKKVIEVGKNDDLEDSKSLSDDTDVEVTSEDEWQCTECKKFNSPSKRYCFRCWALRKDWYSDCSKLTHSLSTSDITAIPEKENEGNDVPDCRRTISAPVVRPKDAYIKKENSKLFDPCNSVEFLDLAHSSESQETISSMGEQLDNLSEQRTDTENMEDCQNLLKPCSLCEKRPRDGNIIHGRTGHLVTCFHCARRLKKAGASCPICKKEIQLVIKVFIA
Target sequence (Q00987 whole entry, looked up): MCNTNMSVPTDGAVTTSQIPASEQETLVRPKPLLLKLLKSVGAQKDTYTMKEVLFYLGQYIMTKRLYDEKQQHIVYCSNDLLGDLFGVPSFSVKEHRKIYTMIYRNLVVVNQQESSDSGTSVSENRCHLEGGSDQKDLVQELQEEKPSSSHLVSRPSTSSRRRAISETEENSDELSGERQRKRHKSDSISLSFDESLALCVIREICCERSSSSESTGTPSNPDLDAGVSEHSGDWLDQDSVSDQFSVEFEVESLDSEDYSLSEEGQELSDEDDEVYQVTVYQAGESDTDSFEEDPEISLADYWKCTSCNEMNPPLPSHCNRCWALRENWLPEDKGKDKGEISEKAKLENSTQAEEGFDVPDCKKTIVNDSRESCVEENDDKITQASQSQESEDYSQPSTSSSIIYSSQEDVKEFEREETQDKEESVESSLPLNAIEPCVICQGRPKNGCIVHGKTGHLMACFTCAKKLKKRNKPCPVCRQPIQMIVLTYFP
APJ antagonist: antagonists of human apelin receptor APJ, primary screen, CHO-K1 cells, beta-arrestin complementation, luminescence; P35414; inhibition, % at 20 µM; 330,000 tested, 0.32% active; AID 2521, 2010;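 active = inhibition above about 40% at 20 µM, limit read from the data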;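 note: cells challenged with 10 nM apelin-13 agonist together with compound; plate controls were apelin-13 plus DMSO wells for no effect and DMSO wells lacking apelin-13 for full effect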
APJ ag: agonists of human apelin receptor APJ, primary screen, CHO-K1 cells, PathHunter beta-arrestin, luminescence; AID 2520, 2010; P35414; 330,000 tested, 0.11% active; activation, % at 20 µM; 0% DMSO wells, 100% apelin;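 active = activation more than six SD over the plate average, tested at 20 µM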;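 note: 0% = DMSO alone and 100% = apelin-13 at 10 nM; some results filed as inactive read as strong as hits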
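assay system = CHO-K1 APJ beta-arrestin complementation cell line | input = cell density 1000 per well | dosing = compound 20 µM once, DMSO 1% | timing = compound 90 min 25 °C, reagent 1 h | measured by = luminescence from split beta-galactosidase complementation, Galacton Star/Emerald II substrate | read-out basis = APJ agonist activity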
An asterisk follows results filed as active.

SMILES | CHOP UPR activ | tim23-1 inh | XBP1 UPR activ | 697 NFkB inh | Jurkat NFkB inh | Mdm2 MdmX PPI | APJ antagonist | APJ ag
COC(=O)/C(=C/N(C)C)C(=O)N1CCN(c2ccc(Cl)c(Cl)c2)CC1 | -0.8 | 4 | -3 | -4 | 4 | 22 | 20 | -1
CC(NC(=O)C(Cc1ccccc1)N1C(=O)C2C3CCC(C3)C2C1=O)c1ccccc1 (configuration not stated) | -0.8 | 3 | 2 | 6 | 7 | 3 | -9 | 0
CNC(=O)OC(C)CNS(=O)(=O)c1ccc(C)cc1 (configuration not stated) | -0.8 | 12 | 0 | 22 | 3 | 24 | -1 | -5
CCc1noc(C)c1C(=O)N1CCCC(C(=O)c2cc(F)ccc2OC)C1 (configuration not stated) | -0.1 | 18 | 0 | -13 | 7 | 17 | 9 | -1
CCNC(=O)OCc1cn(-c2ccccc2)nn1 | -0.5 | -7 | -3 | -6 | -2 | -1 | 8 | -2
COC(=O)Cn1cnc2scc(-c3ccc(C)c(C)c3)c2c1=O | -1.2 | 34 | 2 | -3 | 12 | 4 | -13 | 1
CSCC[C@H](NC(=O)COc1ccc(Cl)cc1Cl)c1nc2ccccc2[nH]1 | -0.4 | 4 | 0 | -4 | -3 | 11 | 6 | -1
C=CCOn1c(=O)c(-c2ccc(OC)cc2)[n+]([O-])c2ccccc21 | -1.2 | 31 | 3 | -48 | -14 | -9 | -20 | 1
CC(C)NC(=O)C12CC3CC(C1)CC(n1cnc(Cl)n1)(C3)C2 | 1.8 | 6 | -2 | -40 | -9 | -31 | 19 | 4
O=C1NC2(CCCCC2)C(=O)N1/N=C/c1ccccc1Br | 3.8 | 20 | 4 | -11 | -18 | 9 | 7 | -2
Cc1ccc(S(=O)(=O)NCCCNC(=O)c2ccccc2)cc1 | 0.6 | 4 | 1 | 13 | 6 | -13 | 14 | -2
CCOC(=O)C1(CC2CC2)CCN(Cc2cnc(-c3ccc(OC)cc3)nc2)CC1 | 1.8 | 7 | 0 | -12 | -5 | 9 | -2 | -5
CCOc1ccc(Cl)cc1S(=O)(=O)N1CCC(C(=O)NCC2CCCO2)CC1 (configuration not stated) | -0.8 | 8 | -2 | 19 | 0 | 13 | 6 | 0
CC1CC(C)CN(CC(C)(C)NS(=O)(=O)c2ccc(Cl)cc2)C1 (configuration not stated) | 1.9 | 17 | 0 | 1 | 1 | -2 | 10 | 0
COc1cccc(C(=O)NCC(c2cccs2)N2CCc3ccccc32)c1 (configuration not stated) | 0.0 | 33 | -1 | -12 | 5 | 19 | 16 | -5
CC1(C)Cc2cccc(C(=O)Nc3ccncc3)c2O1 | -1.0 | 18 | -2 | -36 | -4 | 8 | 13 | 2
NS(=O)(=O)c1ccc(CCNC(=O)c2ccc[nH]c2=S)cc1 | -0.4 | -1 | 0 | 13 | 3 | -4 | 16 | -3
Cc1ccccc1N1CC(C(=O)Nc2nnc(SCc3cccnc3)s2)CC1=O (configuration not stated) | 2.3 | 11 | -4 | -1 | 11 | 9 | 25 | -3
Cc1ccc(S(=O)(=O)N/N=C/c2cn(C)nc2C)cc1 | -1.8 | -5 | -2 | 10 | 4 | 6 | 7 | -2
Cc1cc(Br)ccc1OCC(=O)NNC(=O)Cc1ccccc1 | -0.4 | 3 | 0 | 12 | 5 | 14 | 15 | 2
COc1ccccc1CNC(=O)C1CCCN(S(=O)(=O)c2cccc3nonc23)C1 (configuration not stated) | 0.1 | 17 | -3 | -11 | 3 | -22 | 6 | 3
CC/C(O)=C1\C(=O)CCCC1=NCCc1c(C)[nH]c2ccc(C)cc12 | -0.3 | 12 | 0 | 15 | -2 | -2 | -12 | -2
COc1ccc(OC)c(C2N(c3cc(C)on3)C(=O)C3CCCN32)c1 (configuration not stated) | -1.3 | 10 | -1 | 15 | -3 | -10 | 1 | -6
Cc1cccnc1NC(=O)c1nn(C)c2c1CS(=O)(=O)c1ccccc1-2 | 5.6 | 12 | 0 | 2 | 0 | 1 | 6 | -1
CCC(C)[C@H](NC(=O)OC(C)(C)C)C(=O)N/N=C/c1ccc2cc(OC)ccc2n1 (some centres not stated) | -0.2 | 11 | 1 | -6 | 3 | -12 | -2 | 0

Of the compounds above, these have an aryl methoxy group.
SMILES | CHOP UPR activ | tim23-1 inh | XBP1 UPR activ | 697 NFkB inh | Jurkat NFkB inh | Mdm2 MdmX PPI | APJ antagonist | APJ ag
CCc1noc(C)c1C(=O)N1CCCC(C(=O)c2cc(F)ccc2OC)C1 (configuration not stated) | -0.1 | 18 | 0 | -13 | 7 | 17 | 9 | -1
C=CCOn1c(=O)c(-c2ccc(OC)cc2)[n+]([O-])c2ccccc21 | -1.2 | 31 | 3 | -48 | -14 | -9 | -20 | 1
CCOC(=O)C1(CC2CC2)CCN(Cc2cnc(-c3ccc(OC)cc3)nc2)CC1 | 1.8 | 7 | 0 | -12 | -5 | 9 | -2 | -5
COc1cccc(C(=O)NCC(c2cccs2)N2CCc3ccccc32)c1 (configuration not stated) | 0.0 | 33 | -1 | -12 | 5 | 19 | 16 | -5
COc1ccccc1CNC(=O)C1CCCN(S(=O)(=O)c2cccc3nonc23)C1 (configuration not stated) | 0.1 | 17 | -3 | -11 | 3 | -22 | 6 | 3
COc1ccc(OC)c(C2N(c3cc(C)on3)C(=O)C3CCCN32)c1 (configuration not stated) | -1.3 | 10 | -1 | 15 | -3 | -10 | 1 | -6
CCC(C)[C@H](NC(=O)OC(C)(C)C)C(=O)N/N=C/c1ccc2cc(OC)ccc2n1 (some centres not stated) | -0.2 | 11 | 1 | -6 | 3 | -12 | -2 | 0

New compounds follow:
SMILES | CHOP UPR activ | tim23-1 inh | XBP1 UPR activ | 697 NFkB inh | Jurkat NFkB inh | Mdm2 MdmX PPI | APJ antagonist | APJ ag
COc1ccc(C(=O)Nc2nnc(S(=O)(=O)N(C)Cc3ccc(F)cc3)s2)cc1OC | 0.1 | 6 | -5 | -8 | 9 | 31 | 4 | 6
COc1ccc(-n2c(Cc3cccn3C)nnc2SCC(=O)Nc2ccc(C(C)=O)cc2)cc1 | 2.5 | 22 | 0 | -8 | -3 | -24 | -1 | -2
CCOC(=O)C1CCCN(S(=O)(=O)c2ccc(-c3cc(C)no3)s2)C1 (configuration not stated) | 1.4 | 27 | -9 | -21 | 1 | 20 | 1 | -3
CC(C)CC1C(C#N)=C(N)SC(N)=C1C#N | -1.5 | 7 | -2 | 18 | -1 | 8 | 20 | -1
CCOC(=O)/C(N=Nc1c(C)n(C)n(-c2ccccc2)c1=O)=C(\C)O | 1.6 | 2 | -1 | 13 | 2 | 8 | 6 | -3
COc1ccc(S(=O)(=O)N2CCC(n3cnc4cc(C(F)(F)F)ccc43)CC2)cc1 | -1.6 | 15 | -2 | -18 | 13 | -5 | -16 | -3
CCCOc1ccc(CC(=O)NNC(=S)Nc2ccccc2)cc1Br | 1.2 | 42 | 0 | -89 | -12 | -10 | 28 | -17
O=C(CN1CCCCCC1)Nc1ccc(S(=O)(=O)N2CCOCC2)cc1 | -1.8 | -2 | -2 | 16 | 0 | 2 | -3 | 0
COC(=O)[C@H]1C[C@@H](c2ccccc2)[C@H](C)C1(C)C | 0.0 | 14 | -1 | 14 | 6 | 16 | 14 | -2
NC(=O)CC(NC(=O)Cc1ccc(Br)cc1)c1ccc(N2CCN(c3ccccc3)CC2)c([N+](=O)[O-])c1 (configuration not stated) | 0.2 | 4 | -1 | -2 | 17 | 43 | 25 | -3
O=C(Nc1nc(-c2ccccn2)cs1)C1CC(=O)N(c2ccc3c(c2)OCCO3)C1 (configuration not stated) | -3.0 | -11 | -5 | -40 | -1 | 39 | -20 | 6
Oc1ccc(Cl)cc1-c1cc(-c2ccccc2Cl)[nH]n1 | 5.2 | 37 | 5 | -26 | -25 | 0 | -3 | -3
COc1ccc(C(NC(=O)/C=C/c2ccco2)c2ccc(OC)cc2)cc1 | 3.0 | -16 | -3 | -7 | -3 | 17 | 12 | -1
COc1ccc(C(=O)NC2CCCc3c2cnn3-c2cccc(C)c2C)c(OC)n1 (configuration not stated) | 3.7 | 34 | -8 | -399 | 29 | 98* | -5 | 3
Cc1cc(C)n2nc(CC(=O)NC3CCCCCC3)nc2n1 | -0.6 | 1 | -4 | 12 | 5 | 16 | 0 | -3
O=C(/C=C/c1cccs1)c1ccc(NC(=O)c2cccc(Br)c2)cc1 | 4.4 | -8 | 1 | -50 | -29 | -11 | -16 | -2
CC(C(=O)NC1CCCC1)N1CCN(Cc2ccccc2)CC1 (configuration not stated) | -0.5 | 0 | -2 | 15 | -7 | -16 | -2 | -3
O=C(Nn1c(Cc2cccs2)nc2ccccc2c1=O)c1ccc(F)c(F)c1 | 1.8 | -7 | -3 | 8 | 8 | 0 | 6 | -3
COc1cc(C(C)=O)ccc1OCC(=O)Nc1ccc(C)c(S(=O)(=O)N2CCCCCC2)c1 | 4.9 | 18 | -1 | -26 | 32 | 39 | -7 | 2
CSCc1cc(N(C)c2ccccc2)nc(-c2ccccn2)n1 | 27 | -56 | 13 | -6 | -10 | 26 | 21 | -8
Cc1cccc(OCCCC(=O)NC(C)c2ccccc2)c1 (configuration not stated) | -3.4 | 3 | -4 | 0 | 1 | 16 | 3 | 1
COc1cccc(CNS(=O)(=O)c2ccc3c(c2)N(C(C)=O)CCO3)c1 | -1.5 | 0 | -2 | 4 | 6 | -2 | -14 | -2
CCOc1ccc(S(=O)(=O)N2CCN(Cc3ccc4c(c3)OCO4)CC2)cc1Cl | 2.3 | 20 | -4 | 6 | 8 | -2 | 23 | -3
Cc1cccc2[nH]c(CCNC(=O)C3CCC(=O)N(CCc4cccc(F)c4)C3)nc12 (configuration not stated) | 1.0 | -10 | -7 | -4 | -17 | 7 | 0 | 3

Some of the entries above, set out differently.
Results follow in this order: CHOP UPR activ	tim23-1 inh	XBP1 UPR activ	697 NFkB inh	Jurkat NFkB inh	Mdm2 MdmX PPI	APJ antagonist	APJ ag
CCOC(=O)/C(N=Nc1c(C)n(C)n(-c2ccccc2)c1=O)=C(\C)O
    1.6	2	-1	13	2	8	6	-3
COc1ccc(C(=O)Nc2nnc(S(=O)(=O)N(C)Cc3ccc(F)cc3)s2)cc1OC
    0.1	6	-5	-8	9	31	4	6
